Bioassay records from PubChem.
AmpC no deterg: inhibitors of E. coli AmpC beta-lactamase without detergent. P00811. AmpC nitrocefin hydrolysis, absorbance 480 nm, 0.0001% Triton. Potency, µM (top dose mostly 57.1 µM), for the others: at the top dose activity change, negative = inhibition, most hits filed as inhibitors. 0.52% of 330,000 active. AID 485341;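 also: potency is read from the fitted curve at half-maximal effect; plate controls were no compound for no effect and no enzyme for full effect; nearly all actives have a fitted effect of over 20% in size; some results filed as inactive show a strong effect at the top dose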
Target sequence (P00811 whole entry, looked up): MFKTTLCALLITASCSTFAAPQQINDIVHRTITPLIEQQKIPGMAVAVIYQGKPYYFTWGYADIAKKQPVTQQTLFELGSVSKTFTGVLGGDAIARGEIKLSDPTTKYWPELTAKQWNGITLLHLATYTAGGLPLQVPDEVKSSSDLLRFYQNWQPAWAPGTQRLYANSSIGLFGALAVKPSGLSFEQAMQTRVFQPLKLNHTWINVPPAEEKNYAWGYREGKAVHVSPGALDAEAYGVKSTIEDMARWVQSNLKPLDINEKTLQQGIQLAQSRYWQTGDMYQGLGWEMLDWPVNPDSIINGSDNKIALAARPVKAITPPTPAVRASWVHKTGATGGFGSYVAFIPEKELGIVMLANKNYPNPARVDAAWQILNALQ
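20 mM phosphate pH 7.0 + 0.01% (detergent screen) or 0.0001% Triton X-100; 5.3 nM AmpC reagent; cpd preinc 15 min RT; nitrocefin (800 uM stock) to start; A480 q20 s × 4 min; Activity was normalised to no-enzyme and no-compound control wells.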
AmpC inh detg: blocks E. coli AmpC beta-lactamase in detergent assay | AmpC hydrolysis of nitrocefin, absorbance 480 nm, 0.01% Triton | Potency, µM (titrated, usually from 114 µM), without a hit: top-dose activity change, negative = inhibition, actives largely listed as inhibitors | 0.041% of 370,000 active;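 also: potency is read from the fitted curve at half-maximal effect; 0% = no-compound wells and -100% = no-enzyme wells; nearly all actives have a fitted effect of over 25% in size; some results filed as inactive show a strong effect at the top dose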
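20 mM phosphate pH 7.0 + 0.01% (detergent screen) or 0.0001% Triton X-100; 5.3 nM AmpC reagent; cpd preinc 15 min RT; nitrocefin (800 uM stock) to start; A480 q20 s × 4 min; Activity was normalised to no-enzyme and no-compound control wells.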
Sm TGR inh: blocks Schistosoma mansoni thioredoxin glutathione reductase; Q962Y6; purified TGR, DTNB reduction, TNB absorbance 405 nm; Potency, µM (highest dose often 114 µM), inactives show at the top dose activity change, negative = inhibition, actives largely listed as inhibitors; 3% of 360,000 active; AID 485364; also: potency is read from the fitted curve at half-maximal effect; nearly all actives have a fitted effect of over 60% in size
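TGR 20 nM + NADPH 100 uM (dispensed conc.), cpd preinc 15 min RT; start with NADPH (500 uM addition) then DTNB (15 mM addition). Kinetic TNB absorbance, 405 nm filter. Four-parameter Hill fit across titration.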
HCMV antiviral: human cytomegalovirus inhibition. HFF cells, HCMV-luciferase reporter, 72 h; hits give low values. 4.5% of 410,000 active. activity change, negative = inhibition, % at 57.5 µM; in the data active = activity change below about -60%; inconclusive = no clear call, values can overlap the other calls; inactive = above about -39%
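Compounds were evaluated in HFFs infected with an HCMV luciferase reporter virus (MOI 1 PFU/cell). Luciferase in lysates collected 72 h post infection served as the replication measure.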
HCV inh: HCV inhibition. 3.4% of 340,000 active. Huh7.5.1 HCVcc-Cre infection, luciferase reporter, 44 h. AID 651820. Potency, µM (doses to about 41.8 µM), without a hit: at the highest dose activity change, negative = inhibition, usual class: inhibitors; also: potency is read from the fitted curve at half-maximal effect
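Cells seeded at 1,000/well and cultured 4 h, then compounds added followed by HCVcc-Cre virus (~0.5 moi). After 44 h further culture, luciferase substrate was added, plates held 15 min at room temperature, and luminescence read for 15 sec.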
FBPA Giardia inh: inhibitors of Giardia lamblia fructose-1,6-bisphosphate aldolase. A8B2U2. purified Giardia FBPA. Potency, µM (top dose mostly 59.6 µM), for the others: at the top dose activity, negative = inhibition, actives largely listed as inhibitors. 0.71% of 290,000 active. AID 2451; also: potency is read from the fitted curve at half-maximal effect; nearly all actives have a fitted effect of over 55% in size
Target sequence (A8B2U2 whole entry, looked up): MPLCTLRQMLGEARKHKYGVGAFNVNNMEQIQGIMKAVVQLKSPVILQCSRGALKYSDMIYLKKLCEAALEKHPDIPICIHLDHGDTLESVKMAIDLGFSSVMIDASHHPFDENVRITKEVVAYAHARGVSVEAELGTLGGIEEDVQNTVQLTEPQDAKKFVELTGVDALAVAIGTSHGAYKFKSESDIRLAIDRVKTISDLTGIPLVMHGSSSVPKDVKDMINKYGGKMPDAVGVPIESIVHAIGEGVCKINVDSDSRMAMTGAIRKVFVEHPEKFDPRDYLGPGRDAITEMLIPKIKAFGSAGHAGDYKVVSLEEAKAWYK
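Giardia FBPA (40 nM reagent) was preincubated 10 min at RT with compound (up to 57.5 uM final), then substrate plus GAPDH/TPI/NAD/arsenate coupling system with diaphorase/resazurin was added; resorufin fluorescence (525/598 nm) was read after 20 min.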
An asterisk follows results filed as active; ? = inconclusive; / = not tested or not shown; [ ] = dose if it differs, or a comment. Unless noted, calls follow the shape of the dose curve; as a rule, active = well fitted curve in the direction sought with a large enough effect; inconclusive = small, poorly fitted or top-dose-only effect, or another doubt; inactive = no such curve, though single readings can be large; an effect the other way counts as inactive or inconclusive. Unless noted, % is scaled to controls: 0 for no effect and ±100 for the full control effect.

The line under a structure holds: AmpC no deterg, AmpC inh detg, Sm TGR inh, HCMV antiviral, HCV inh, FBPA Giardia inh
O=c1nc2sc3ccccc3n2c(=O)n1-c1ccc(Cl)cc1
  -29.7%, -10.8%, 11.7%, 6.5, ?, 4.1%
O=[N+]([O-])c1ccc(/C=N/Nc2cc(Cl)nc(-c3ccccc3)n2)cc1
  -17.2%, -9.8%, -7.5%, -28.0, ?, /
COCCNc1nnc(SCC(=O)c2c[nH]c3ccccc23)s1
  -32.8%, 3.8%, 3.7%, 84.0, -7.4%, -21.2%
CCC(C(=O)OCCN(CC)CC)c1ccccc1 (centres undefined)
  -6.6%, -2.7%, -4.8%, -35.6, 13.3%[8.37 µM], -1.2%
COC(=O)c1c(NC(=O)c2c(OC)cccc2OC)sc2c1C(C(=O)OC)CC2 (centres undefined)
  97.1%[activator], -10.6%, 3.4%, -64.9*, ?, -7.1%
Cc1cccc(NC(=O)CNC(=O)c2cccc(S(=O)(=O)NCc3cccs3)c2)c1C
  -38.3%, 1.6%, -4.1%, 0.0, -6.9%, /
C=CCSc1nc(=O)n2ccc(C)cc2n1
  -19.5%, 3.2%, -32.8%, 0.0, -25.2%, -6.5%
CCCCOC(=O)Nc1nnc(SCCOc2ccc(C)cc2)s1
  -35.1%, -12.5%, -6.8%, 37.6, 23.3%, 2.9%
CCOC(=O)c1c(S(=O)(=O)Nc2ccc(C)c(F)c2)c(C)n(C)c1C
  -21.3%, ?, -1.6%, 17.3, 21.8%, /
O=C(O)c1ccc(Nc2nc3ccccc3nc2NS(=O)(=O)c2cccs2)cc1
  -28.4%, -14.4%, -26.1%, 28.7, 0.6%, 15.2%
Cc1nc(C(=O)NCc2ccccc2)sc1C1(C)CC(c2cccc([N+](=O)[O-])c2)=NO1 (centres undefined)
  -20.3%, -6.8%, 5.6%, 1.1, -7.4%[8.37 µM], -1.3%
CCOC(=O)c1ccc(NC(=O)c2ccco2)cc1
  -4.1%, 3.6%, -22.8%, 8.5, 0.3%, -0.1%
CCOC(=O)c1c(NC(=O)CSc2nnc(C)c(=O)[nH]2)sc(C)c1C
  -14.3%, -1.0%, -1.3%, /, /, 21.4%
CCN(CC)C(=O)CSc1nc2c(sc(=S)n2Cc2ccco2)c(=O)n1-c1ccccc1
  51.0%, ?, ?, -26.7, -25.4%, 7.6%
C=C(C)c1cccc(C(C)(C)NC(=O)NC2CC(C)(C)NC(C)(C)C2)c1
  -0.6%, 4.8%, /, -27.2, -28.1%, 0.0%
Cc1ccc(-c2nc(N3CCN(C)CC3)c3ccccc3n2)cc1
  74.0%[activator], -19.3%, -1.3%, 15.0, -0.9%, -2.4%
O=C(OCCCc1cc2ccccc2c(=O)o1)c1ccc(F)cc1
  -9.7%, 3.1%, 35.5µM*, 4.5, 15.9%, /
Cc1ccc(CNC(=O)C(=O)NCCC2CCCCN2S(=O)(=O)c2cccs2)cc1 (centres undefined)
  -20.8%, -0.3%, -16.6%, -22.1, ?, /
O=C(Nc1ccc(C(=O)N2CCOCC2)cc1)c1cccc(Br)c1
  0.4%, 1.0%, 1.9%, -1.6, 1.3%, /
C/C(NCc1cccnc1)=C(\C#N)C(=O)NCc1ccccc1
  -14.5%, -18.3%, -0.1%, 21.0, -4.2%, -9.1%
CC(C)(C)c1ccc(OCC(=O)N(Cc2cccs2)C2CCS(=O)(=O)C2)cc1 (centres undefined)
  98.4%[activator], ?, 8.7%, -26.9, -3.2%, -2.4%
O=C(N/N=C/c1ccccc1Cl)c1nc2ccc([N+](=O)[O-])cc2c(=O)[nH]1
  -19.7%, 1.0%, -24.5%, ?, 12.0%, -5.5%
CCOc1ccc(NC(=O)COC(=O)c2cc(=O)c3ccccc3o2)cc1
  -18.5%, -7.0%, -4.5%, -20.9, 7.2%, /
CC(=O)N(CC1CCCO1)C1(C(=O)NC2CCCC2)CCCCC1 (centres undefined)
  -3.6%, -20.2%, -1.3%, -26.7, 13.5%, 0.8%
COc1ccc(C(=O)NC(=S)NC2CCSC2=O)cc1 (centres undefined)
  -44.5%, -3.3%, -34.6%, -38.5, 0.8%, -9.0%
Cc1cc(C(=O)COC(=O)c2ccc(N)cc2)c(C)n1-c1c(C)n(C)n(-c2ccccc2)c1=O
  81.4%[activator], -0.6%, 8.7%, 8.3, -1.4%, 0.3%
CC(=O)Nc1ccc(NC(=O)COc2ccc(-c3ccccc3)cc2)cc1
  -28.9%, -13.0%, -1.5%, -0.3, 5.0%, /
C=CCN1CCN(C(CC(C)C)c2nnnn2CCOC)CC1 (centres undefined)
  -9.8%, -14.1%, -10.9%, 16.5, 10.8%, -6.0%
N=c1c2c(-c3ccccc3)c(-c3ccccc3)oc2ncn1CCN1CCOCC1
  197.6%[activator], 3.3%, 4.7%, 22.2, ?, 1.2%
COc1ccc(NC(=O)C(=O)N2N=C(C(C)C)CC2(O)C(F)(F)F)cc1 (centres undefined)
  -12.0%, -0.2%, -0.2%, -26.1, -8.6%, 5.5%

Two entries picked at random from those above:
The line under a structure holds: AmpC no deterg, AmpC inh detg, Sm TGR inh, HCMV antiviral, HCV inh, FBPA Giardia inh
COc1ccc(C(=O)NC(=S)NC2CCSC2=O)cc1 (centres undefined)
  -44.5%, -3.3%, -34.6%, -38.5, 0.8%, -9.0%
CC(=O)Nc1ccc(NC(=O)COc2ccc(-c3ccccc3)cc2)cc1
  -28.9%, -13.0%, -1.5%, -0.3, 5.0%, /

(list continues)
The line under a structure holds: AmpC no deterg, AmpC inh detg, Sm TGR inh, HCMV antiviral, HCV inh, FBPA Giardia inh
COc1ccc(/C=C/CN2CCC(CO)(Cc3ccccc3Cl)CC2)cc1
  118.7%[activator], -5.5%, 2.2%[57.1 µM], -69.6*, ?, 1.7%
CCNc1nc(Oc2ccc(C(=O)OC)cc2)nc(N(C)C)n1
  -4.7%, -13.5%, 1.6%, 14.3, 9.3%, 1.8%
CCCCN(C)CCN1C(=O)C2C(C(=O)Nc3ccc(OC)cc3)C3C=CC2(O3)C1C(=O)NC1CCCCC1 (centres undefined)
  18.0%, -3.3%, -18.5%, 2.3, -10.3%, -3.0%
CCC1(CC)Cc2ccccc2-c2nc(CCl)[nH]c(=O)c21
  -25.5%, 0.0%, 3.16µM*, 1.3, -10.3%, ?
Cc1ccc(S(=O)(=O)N(C)CC(=O)N2CCN(c3ccccn3)CC2)cc1
  7.7%, -12.6%, -10.2%, -4.0, 11.7%, 2.0%
CC1CCCCC1NC(=O)COn1nnc2ccc(Cl)cc21 (centres undefined)
  0.8%, -1.6%, 4.6%, -11.7, -5.3%, 3.2%
CCOC(=O)c1cc2c(nc1N)CC(C)(CC)OC2 (centres undefined)
  -14.8%, ?, -0.5%, 84.6, 20.4%, 4.3%
CCOc1ccc(NS(=O)(=O)c2ccc(C(=O)N(C)CC(=O)Nc3ccc(OC)cc3)cc2)cc1
  -0.2%, 0.0%, -1.4%, -11.7, ?, /
O=C(c1ccc(Cn2cc(Br)cn2)o1)n1cccn1
  0.501µM*, 2.0%, -25.4%, -12.0, 5.8%, 4.7%
CCCC(=O)Nc1ccc(C(=O)N/N=C/c2ccc([N+](=O)[O-])o2)cc1
  -18.1%, 4.3%, -8.4%, -94.8*, ?, -8.0%
COc1ccc(CC(=O)Nc2ccc3nc(SC)sc3c2)cc1OC
  0.5%, 0.8%, -4.7%, -33.2, -28.7%, -0.1%
CC1CCN(Cc2cc(=O)oc3cc(O)c(Cl)cc23)CC1
  -14.7%, -3.1%, -29.5%, ?, 10.8%, 1.8%
C=CCn1cc(CN2CCC(C(=O)Nc3cccc(-c4cccc(Cl)c4)c3)CC2)c(C)n1
  148.5%[activator], -9.5%, -14.7%, -38.7, 5.01µM*, 2.3%
CCOc1ccc(N2C(=O)CC(N(CCc3ccc(OC)cc3)C(=O)/C=C/C(=O)O)C2=O)cc1 (centres undefined)
  -7.0%, -8.7%, /, 21.5, 21.9%, 4.3%
O=C(NC1CCCCC1)N(Cc1nc2ccccc2c(=O)[nH]1)C1CCCC1
  -12.7%, -15.6%, -27.3%, -25.7, ?, 1.6%
COc1ccc(C(=O)OCC[N+]2(C)CCCCC2)cc1
  -1.6%, -1.7%, 0.8%, 34.8, 14.2%, 1.8%
COc1ccc(CC2(C)OC(c3ccccc3)=NN2C(C)=O)cc1 (centres undefined)
  25.4%, -8.4%, 0.3%, 9.2, -4.4%, 6.7%
CC1CCc2c(sc3ncnc(NS(=O)(=O)c4cccs4)c23)C1 (centres undefined)
  -22.0%, 1.1%, 5.5%, ?, -2.3%, 29.2%
CC1CCN(S(=O)(=O)c2nnc(NC(=O)COc3ccccc3)s2)CC1
  -51.0%, -12.9%, 2.7%, 43.9, 3.4%, 2.8%
COc1cc(C(=O)Nc2ccc(NC(=O)c3ccc(Br)cc3)cc2)cc(OC)c1OC
  /, 13.6%, -4.6%, 0.0, /, /
COc1ccc(N=C(N)N=C(N)N)c(OC)c1
  -27.7%, -6.5%, -9.3%, -18.7, 45.1%[activator], 7.8%
Cc1ccnc(Nc2nc(-c3c(C)nc4sccn34)cs2)c1
  -43.9%, -3.8%, 14.6%, -75.7*, 12.6µM*, ?
O=P(c1ccccc1)(c1ccccc1)c1nc(-c2ccc(Cl)cc2)oc1N1CCOCC1
  20.5%, -6.1%, -0.2%, -88.4*, 10µM*, 0.3%
CCN1CCN=C1Nc1ccccc1
  4.5%, ?, -24.7%, 1.3, 8.0%, /
CCc1cc2c(SCC(=O)NC(=O)c3cccn3C)ncnc2s1
  -36.9%, ?, -10.8%, -27.7, 9.6%, -6.6%
CCOc1ccccc1N(CC(=O)Nc1ccc(C)cc1)S(C)(=O)=O
  24.7%, ?, 2.6%, 32.4, 13.4%, 0.9%
CCc1nc(SCCO)c2oc3ccccc3c2n1
  -11.0%, -1.1%, 5.2%, 35.6, 10µM*, 8.4%
O=C(c1nc2ccccn2c1CNCCOc1cccnc1)N1CCOCC1
  -10.4%, -6.9%, -27.2%, -35.1, -24.7%, 4.0%
O=C(CS(=O)c1ccc(C(F)(F)F)cc1[N+](=O)[O-])Oc1ccccc1 (centres undefined)
  0.8%, 5.8%, 35.5µM*, ?, ?, ?
COc1ccc(NC(=O)C2CCN(S(=O)(=O)c3c(C)noc3C)CC2)cc1
  -15.7%, -3.9%, -0.8%, -28.1, 6.0%, /
Cc1cc(NC(=O)CSc2nccn2C)no1
  -25.9%, -9.7%, 0.1%, -32.3, -2.2%, -2.7%
C(=N\Nc1nc(N2CCCC2)nc(N2CCCC2)n1)/c1ccccc1OCc1ccccc1
  -11.5%, -3.9%, 15.4%, -25.0, ?, 0.4%
Cc1ccc(NC(=O)C(=O)NCC(c2ccc3c(c2)OCO3)N2CCOCC2)c(C)c1 (centres undefined)
  /, 3.7%, 6.7%, 0.8, /, /
CCC1(Cc2ccccc2)NC(=O)c2ccccc2O1 (centres undefined)
  -8.4%, 7.8%, 7.4%, -38.8, 15.7%, -0.6%
O=C(NC1CCCC1)c1cc(-c2ccccc2O)on1
  -30.0%, -7.9%, -7.8%, -16.3, 0.4%, 1.4%
Cc1ccc(-n2nnnc2-c2cnn(-c3ccc(F)cc3)c2C(F)(F)F)cc1
  -6.9%, -12.6%, 1.9%, -69.8*, ?, 0.5%
